KCNQ2 block: KCNQ2 potassium channel inhibitors, primary screen, cell-based, CHO-K1, FluxOR thallium flux, B-score (AID 2156); 20 min; hits give low values; B-score at 10 µM; actives 1.1% (n = 310,000);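 active means fluorescence ratio B-score at most minus 3 library SDs, with starting brightness B-score within 2 library SDs, cut at about -5.5 in these data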
Kir21 block: inhibitors of mouse Kir2.1 inward-rectifier potassium channel | Inward rectifier potassium channel 2 (Mus musculus), P35561 | HEK293-Kir2.1, FluxOR thallium flux fluorescence; hits give low values | B-score at 10 µM | actives 0.85% (n = 310,000) | AID 1672, 2009;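 active means fluorescence ratio B-score at or below minus 3 SD of library scores, with starting-brightness B-score within 2 SD, cut at about -4.2 in these data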;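 further: channel flux triggered by added potassium and thallium sulfate stimulus; B-score of peak minus minimum fluorescence over baseline after thallium stimulus; more negative B-score means stronger Kir2.1 block with less thallium influx; some compounds called inactive have numbers as strong as hits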
Target sequence (P35561 whole entry, looked up): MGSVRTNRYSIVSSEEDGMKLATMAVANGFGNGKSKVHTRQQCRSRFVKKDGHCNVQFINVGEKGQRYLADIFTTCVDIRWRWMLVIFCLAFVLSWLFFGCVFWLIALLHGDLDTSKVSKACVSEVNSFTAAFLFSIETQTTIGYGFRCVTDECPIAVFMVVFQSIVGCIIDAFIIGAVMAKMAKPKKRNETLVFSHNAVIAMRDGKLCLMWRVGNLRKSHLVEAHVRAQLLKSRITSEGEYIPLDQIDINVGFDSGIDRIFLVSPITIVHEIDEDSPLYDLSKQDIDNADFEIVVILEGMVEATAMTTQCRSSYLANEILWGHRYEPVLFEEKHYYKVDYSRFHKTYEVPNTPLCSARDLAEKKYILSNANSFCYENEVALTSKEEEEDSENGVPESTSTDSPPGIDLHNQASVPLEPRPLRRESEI
* marks the source's active call; other numbers are inactive results; i = inactive. Random draw from the library; any-hit rate near 1.9%.

The line under a structure holds: KCNQ2 block, Kir21 block
> COc1ccc(C(C(=O)NC(C)(C)C)N(CCC(C)C)C(=O)CCC(=O)Nc2cc(C)on2)cc1 (stereo unspecified)
  i, -0.13
> COc1ccc2[nH]c3c(c2c1)CCN1C(=O)N([C@@H](C)C(=O)NC2CCN(Cc4ccccc4)CC2)C(=O)[C@]31C
  i, -1.6
> O=C(CSC(=S)N1CCCC1)N1CCN(S(=O)(=O)c2cccc([N+](=O)[O-])c2)CC1
  i, 1.4
> C=CCOc1ccccc1CN(C(=O)CCl)c1ccc2c(c1)OCO2
  i, -4.2*
> CCc1nnc(N/N=C\c2ccc(OC(C)=O)c(OC)c2)n1N
  i, -2.1
> O=C1CN=C(Nc2ccccc2Cl)N1c1ccccc1
  i, -1.5
> Cc1ccccc1N1CC(C(=O)Nc2ccncc2)CC1=O (stereo unspecified)
  i, 1.4
> CC1C/C(=N\NC(=O)c2ccc(NS(=O)(=O)c3ccc(Br)cc3)cc2)CC(C)(C)C1 (stereo unspecified)
  i, 1.5
> CCCNC(=O)OC[C@H]1O[C@H](CCO/N=C/C[C@@H]2C=C[C@H](OC(C)=O)[C@@H](COC(C)=O)O2)C=C[C@@H]1Oc1ccc(OC)cc1
  i, 0.73
> CCOC(=O)N1CCN(C(=O)c2cn(CC)c3ccc(S(=O)(=O)N4CCOCC4)cc3c2=O)CC1
  i, 1.1
> COc1cccc(-c2cccc(NC(=O)C3CCN(C4CCC4)CC3)c2)c1
  i, -0.09
> Cc1sc(NC(=O)Cn2cnnn2)nc1-c1ccc(Cl)cc1
  i, -1
> CCOC(=O)c1c(NC(=O)C2C3C=CC(CC3)C2C(=O)O)sc(C)c1C (stereo unspecified)
  i, 1.3
> COc1ccc(-c2c(C)n([O-])c3c([n+]2=O)CCCC3)c(OC)c1
  i, 0.84
> CC(=O)c1c(C)[nH]c(C(=O)OCC(=O)Nc2cc(S(=O)(=O)N3CCCC3)ccc2Cl)c1C
  i, -0.3
> CC1CCN(CC(=O)Nc2ccc(S(=O)(=O)N3CCCCC3)cc2)CC1
  i, -0.05
> Cc1ccc(S(=O)(=O)Cn2nnnc2C(c2ccccn2)N2CCN(c3ccccc3)CC2)cc1 (stereo unspecified)
  i, 0.11
> O=C1c2ccccc2NC(c2ccc(Cl)cc2Cl)N1Cc1ccccc1 (stereo unspecified)
  i, -0.59
> COc1ccc(-c2cc(=O)oc3cc(OCC(=O)Nc4ccc(CCO)cc4)ccc23)cc1
  i, -0.03
> CCCCc1ccc(NC(=O)Nc2cc(C)nn2C)cc1
  i, -0.5
> COC(=O)CN1C(=O)Nc2ccc(Br)cc2C1c1ccccc1 (stereo unspecified)
  i, -3.5
> CCOc1ccc(/C=C2\SC(=S)N(CC(=O)N(CCO)C(C)(C)C)C2=O)cc1
  i, -0.78
> O=C(C1CCCN1S(=O)(=O)c1cccc2nsnc12)N1CCCCC1 (stereo unspecified)
  i, -2.8
> O=C(CCNC(=O)N1CC(=O)Nc2ccccc21)Nc1ccc(Br)cc1F
  i, 0.9
> Cc1cc2nc(SCCOC(=O)Nc3ccc(Cl)cc3)nc(C)c2cc1C
  i, -1.2
> C[C@H](NC(=O)c1[nH]cnc1C(=O)Nc1ccccc1)C(=O)OC(C)(C)C
  i, 1.9
> Cc1nc2c(C(=O)NCc3ccco3)cnn2c(C)c1Cc1ccc(F)cc1Cl
  i, 2.6
> CCOC(=O)c1c(NC(=O)CN2CCN(C(=O)C3CCCO3)CC2)sc(C)c1C (stereo unspecified)
  i, -0.48
> CCN(CC)S(=O)(=O)c1ccc(N/N=C/c2cc(OC)c(OC)cc2OC)nc1
  i, 1.6
> Cc1ccccc1NC(=O)N1CCC(NC(=O)C2CCCCC2)CC1
  i, 0.07
> Cc1nc(N2CCOCC2)nc(N2CCCC2)c1[N+](=O)[O-]
  i, 0.63
> COCCNC(=O)CN(Cc1ccccc1)C(=O)CCC(=O)Nc1nccs1
  i, -0.58
> CC(C)(C)c1ccc(C(=O)OCC(=O)Nc2sc3c(c2C#N)CCC3)cc1
  i, -0.27
> Cc1ccccc1C(=O)NNC(=O)CN1C(=O)c2ccccc2C1=O
  i, 1
> CCOc1ccc2c(c1)C(N(CCN1CCOCC1)C(=O)Nc1ccccc1)CC(C)(C)O2 (stereo unspecified)
  i, -0.34
> Cc1nc2ccc(NC(=O)C3CCN(S(=O)(=O)c4cccs4)CC3)cc2s1
  i, -0.04
> CN(C)CC1CCCCC1OC(=O)c1ccc(S(=O)(=O)N(C)c2ccccc2)cc1 (stereo unspecified)
  i, 0.41
> COc1nc(OC)nc(N(C)CCO)n1
  i, -0.5
> COc1ccc(CCNC(=O)c2cnc(Cl)c(Cl)c2)cc1
  i, -0.76
> C=CCn1c(C)cc(C(=O)CN2C(=O)NC3(CCCc4ccccc43)C2=O)c1C (stereo unspecified)
  i, 0.22
> CCOc1ccc(C(=O)NCC(=O)NC(C)c2ccc(-n3ccnc3)cc2)cc1OCC (stereo unspecified)
  i, -1.4
> Cc1cc(C)c(S(=O)(=O)c2ccccc2Cl)c(=O)[nH]1
  i, -0.34
> NC(=O)c1sc2nc3c(c(-c4cccnc4)c2c1N)CCC3
  i, -0.54
> C/C(=N\O)C(=O)NCCCn1ccnc1
  i, -0.59
> Cc1ccc(-n2nc3c(c2NC(=O)C(C)C)CS(=O)(=O)C3)c(C)c1
  i, -0.22
> O=C(NCc1ccc2c(c1)OCO2)c1ccc(CN2CCOCC2)cc1
  i, 0.02
> CCOc1ccccc1-n1c(SCC(=O)Nc2ccccc2C(=O)O)nc2ccccc2c1=O
  i, 0.8
> O=C1C2CCCN2C(c2ccco2)N1c1ccc(F)cc1 (stereo unspecified)
  i, -2.6
> Cc1cc(/C=N/NC(N)=S)c(C)n1-c1ccc(Br)cc1
  i, -0.19
> COCCNC(=O)c1cccc(NC(=O)C2=C(C)OCCS2)c1
  i, 0.68
> COc1cc(OC)c(NC(=O)CC(C)=O)cc1Cl
  i, -4.6
> COCCN(C(=S)Nc1ccccc1OC)C(C)c1cccs1 (stereo unspecified)
  i, -1.9
> O=C(CCCN1C(=O)c2cccc3cccc(c23)C1=O)NCCN1CCOCC1
  i, -0.74
> CC1(C)CC(NC(=O)c2cccc([N+](=O)[O-])c2)CC(C)(C)N1
  i, 0.54
> Cc1ccc(CCNC(=O)CS(=O)Cc2nc(-c3cccs3)oc2C)cc1 (stereo unspecified)
  i, -0.75
> COc1ccc(/C=C(\NC(=O)c2ccc(OC)cc2)C(=O)Nc2ccc(C(=O)O)cc2)cc1
  i, 0.52
> C=CCSc1nnc(COc2ccc(=O)n(-c3ccccc3)n2)n1CC
  i, -0.26
> S=C(NCc1ccco1)Nc1cc(Cl)c(Cl)cc1Cl
  i, -0.07
> COc1cc([N+](=O)[O-])ccc1N=Nc1c(N)[nH]n(-c2ccccc2)c1=O
  i, 0.01
> COC(=O)c1sccc1NC(=S)Nc1ccc(OC)cc1
  i, 0.93

Three entries from above, set out differently.
smiles | KCNQ2 block | Kir21 block
COCCNC(=O)c1cccc(NC(=O)C2=C(C)OCCS2)c1 | i | 0.68
CCOc1ccc2c(c1)C(N(CCN1CCOCC1)C(=O)Nc1ccccc1)CC(C)(C)O2 (stereo unspecified) | i | -0.34
O=C1C2CCCN2C(c2ccco2)N1c1ccc(F)cc1 (stereo unspecified) | i | -2.6

Continuation.
The line under a structure holds: KCNQ2 block, Kir21 block
> O=S(=O)(c1ccc(S(=O)(=O)N2CCOCC2)cc1)N1CCCC1
  i, -0.19
> O=C(CN(C(=O)Cn1nnc(-c2cccs2)n1)c1ccc2c(c1)OCCO2)NC1CCCCC1
  i, -0.3
> CCOC(=O)N/N=C(\C)c1ccc(C)o1
  i, -3.1
> CCOC(=O)c1sc(NC(=O)Cn2nnc3sc4c(c3c2=O)CCCC4)nc1C
  i, 1.1
> COc1cccc(-c2nc(C(=O)NCC3CCCO3)cc3c2[nH]c2ccccc23)c1 (stereo unspecified)
  -5.7*, -0.36
> Cc1nc(Cl)sc1C(=O)Nc1ccc(C(F)(F)F)cc1
  i, -0.16
> O=C(CCc1nnc2ccc(NCc3ccco3)nn12)Nc1ccccc1F
  i, 1.1
> COc1ccc(CC(C(=O)Nc2cccc(F)c2)c2nn[nH]n2)c(OC)c1 (stereo unspecified)
  i, 0.57
> Cc1cccc(NC(=O)c2ccc3[nH]c(=O)c(=O)[nH]c3c2)n1
  i, -2
> CCOc1cc(/C=N\NC(=O)c2ccc(NC(=O)CC)cc2)ccc1OC(=O)c1ccccc1
  i, 0.94
> CCCCCCSc1nsc(N)n1
  i, 0.1
> Oc1cccc(/C=N/Nc2ccc(Cl)nn2)c1O
  i, 0.92
> COc1ccc(CN(CC(=O)NCc2ccco2)C(=O)CCC(=O)Nc2nccs2)cc1
  i, 0.14
> O=C(NCCCN1CCCC1=O)c1cc(-c2cccnc2)nc2ccc(Cl)cc12
  -6.5*, 0.02
> O=C(c1ccc(Cl)nc1)N1CCN(S(=O)(=O)c2ccccc2)CC1
  i, 0.26
> Cc1cc(NC(=O)c2ccc(C)s2)n(-c2ccccc2)n1
  i, 0.08
> CCSc1ccccc1C(=O)Nc1nncs1
  i, 1.8
> O=C(NCCN1CCCCC1)c1ccc2c(c1)OCCO2
  i, 1.6
> COc1cc(NC(=O)c2cc(-c3cccnc3)nc3ccc(C)cc23)c(OC)cc1Cl
  i, -2.2
> CC[C@@]12C(=O)N(c3cccc(Br)c3)C(=O)N1[C@H](c1ccc(Br)cc1)[C@@H]1C(=O)N(C(C)(C)C)C(=O)[C@@H]12
  i, 0.74
> COc1ccc(C(=O)NNS(=O)(=O)c2ccccc2)cc1OC
  i, -1.2
> COc1cccc(/C=C2\SC(=N)N(c3ccc(F)cc3)C2=O)c1
  i, -3.3
> COc1cccc(CNC(=O)CN2C(=O)CSc3ccc(S(=O)(=O)N4CCCCC4)cc32)c1
  i, -0.79
> CCO[C@H]1OC(C(=O)N2CCN(Cc3ccc4c(c3)OCO4)CC2)=C[C@@H](C)[C@@H]1CCCO
  i, 1.4
> COc1ccc2c(C)cc(SCC(=O)Nc3c(C)n(C)n(-c4ccccc4)c3=O)nc2c1
  i, 0.33
> CCOC(=O)C1CCN(C(=O)CCCNC(=O)Cn2cnc3sc(C)c(C)c3c2=O)CC1
  i, -0.86
> CCCc1cc(=O)n2nc(N3CCC(C(=O)N4CCN(c5cccc(OC)c5)CC4)CC3)sc2n1
  i, -0.51
> COc1ccc(/C=C(/NC(=O)c2ccc(C)cc2)c2nc3ccccc3[nH]2)cc1OC
  i, 1.4
> N#CCc1ccc(NC(=O)c2ccc(S(=O)(=O)N3CCCC3)cc2)cc1
  i, -0.17
> Cc1cccc(C)c1NC(=S)NCCCN1CCCC1=O
  i, 0.3

KCNQ2 block: what is marked active above
The line under a structure holds: KCNQ2 block, Kir21 block
> COc1cccc(-c2nc(C(=O)NCC3CCCO3)cc3c2[nH]c2ccccc23)c1 (stereo unspecified)
  -5.7*, -0.36
> O=C(NCCCN1CCCC1=O)c1cc(-c2cccnc2)nc2ccc(Cl)cc12
  -6.5*, 0.02

The list continues.
The line under a structure holds: KCNQ2 block, Kir21 block
> O=C(Nc1ccc2c(c1)OCCO2)C1CCCN(c2ncccn2)C1 (stereo unspecified)
  i, 0
> Cc1ccc(Cn2nnc3c(=O)[nH]c(C(=O)NCc4ccco4)nc32)cc1
  i, 1.2
> CCN1CCN(c2ncnc3scc(-c4ccc(C)cc4)c23)CC1
  i, -1.1
> C/C(CC(=O)Nc1cc(C)ccn1)=N\NC(=O)c1cccc(C)c1
  i, 0.81
> COC(=O)c1cc(Br)c(=O)n(CCN2CCCC2)c1
  i, -0.34
> Cc1cc(N2C(=O)C(O)=C(C(=O)c3cc4ccccc4o3)C2c2ccc(Cl)cc2)no1 (stereo unspecified)
  i, 1.1
> CCCCN(C(=O)CN1CC(C)OC(C)C1)c1c(N)n(CC(C)C)c(=O)[nH]c1=O (stereo unspecified)
  i, 1.5
> CC(C)(C)c1cc(C(=O)NCc2ccco2)ccn1
  i, 1.8
> CCOc1ccc2nc(SCC(=O)N(CCOC)c3c(N)n(Cc4ccccc4)c(=O)[nH]c3=O)[nH]c2c1
  i, 0.9
> Fc1ccccc1N1CCN(C2CCCN(Cc3ccccc3C(F)(F)F)C2)CC1 (stereo unspecified)
  i, 0.66
> COc1cc(NC(=O)Nc2ccccc2OC)c(OC)cc1NC(=O)CN1CCCCC1
  i, 1.8
> Cc1ncc(CO)c(CO)c1O
  i, 0.41
> Cc1ccc(Cn2ccc(NC(=O)c3nn(C)cc3Cl)n2)cc1
  i, -0.01
> CCCCCN(C(=O)CCC(=O)OC(C)C(=O)c1ccc(Cl)cc1)c1c(N)n(CCCC)c(=O)[nH]c1=O (stereo unspecified)
  i, -0.61
> COC(=O)C1(S(=O)(=O)c2cccc3nsnc23)CC1
  i, -0.01
> O=C(O)/C=C/C(=O)N1CCc2ccccc21
  i, 0.58
> COc1cc(/C(=C/c2ccccc2)c2ccccc2)c2c(c1)oc1ccccc12
  i, 1.2
> Cc1[nH]c2ccccc2c1SCC(=O)N1CCCCC1
  i, -3.1
> O=C(Nc1ccncc1)c1ccc(N2CCCC2=O)cc1
  i, 0.27
> COc1ccc(-c2cc(C(=O)Nc3cc(OC)c(OC)c(OC)c3)no2)cc1
  i, -0.96
> CC1CN(S(=O)(=O)c2ccc(C(=O)NCCCn3ccnc3)cc2)CC(C)O1 (stereo unspecified)
  i, -0.91
> Cc1ccc2nc(-c3ccccn3)[nH]c2c1
  i, -1
> C#CCOc1ccc(Cl)cc1/C=C1/C(=O)ON=C1C
  i, -0.02
> Cc1noc2ncnc(Oc3ccc4ccccc4c3)c12
  i, 2.4
> O=C(CN1C(=O)COc2ccccc21)NCc1ccc(C(=O)O)cc1
  i, -0.01
